CYP2C9 act: activators of human CYP2C9. 96,000 tested, 1.4% active. AID 1024. activation factor at 5 µM. recombinant CYP2C9, luciferin-H conversion, luminescence; stronger effect = higher value; factor 1 = untreated enzyme, 0 = blocked. P11712;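 active = activation factor of 2 or more for CYP2C9 at a 5 µM dose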;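 also: 0 = sulfaphenazole-blocked wells and 1 = vehicle-only wells; values of inactives mirror those of a sister screen read the other way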
Target sequence (P11712 whole entry, looked up): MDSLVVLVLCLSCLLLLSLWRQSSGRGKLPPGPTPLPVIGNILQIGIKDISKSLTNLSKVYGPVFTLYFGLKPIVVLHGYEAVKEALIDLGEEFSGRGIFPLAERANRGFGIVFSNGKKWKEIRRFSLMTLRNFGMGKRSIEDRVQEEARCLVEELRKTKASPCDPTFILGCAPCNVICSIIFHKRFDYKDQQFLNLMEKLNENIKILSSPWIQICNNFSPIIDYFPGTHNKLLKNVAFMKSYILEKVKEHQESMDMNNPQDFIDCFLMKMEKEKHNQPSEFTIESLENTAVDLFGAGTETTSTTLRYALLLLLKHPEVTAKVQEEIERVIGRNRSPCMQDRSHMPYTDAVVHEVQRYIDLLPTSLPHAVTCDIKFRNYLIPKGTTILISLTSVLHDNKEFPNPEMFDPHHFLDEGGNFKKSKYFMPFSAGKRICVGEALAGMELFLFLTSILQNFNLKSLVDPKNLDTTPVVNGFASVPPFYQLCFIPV
CYP2C19 inhib: blocks human cytochrome P450 2C19; P33261; CYP2C19 Supersomes, luciferin-H EGE luminescence, 30 min; inhibition, % at 5 µM; 96,000 tested, 21% active; AID 778;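 active = CYP2C19 inhibition above a set limit at 5 µM in the primary screen, cut at about 50% in these data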;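 also: plate controls were negative control wells for no effect and 2.5 mM tranylcypromine positive control for full effect; values of inactives mirror those of a sister screen read the other way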
CYP2C9 inhib: inhibitors of human CYP2C9. CYP2C9 Supersomes, luciferin-H conversion, luminescence. inhibition, % at 5 µM. P11712. 96,000 tested, 20% active;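 active = blocking of liver enzyme CYP2C9 beyond about 50% at 5 µM, limit read from the data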; also: values of inactives mirror those of a sister screen read the other way
MT1-MMP txn act: MT1-MMP promoter transcription activation. AID 750. 86,000 tested, 0.16% active. HT1080 MT1-MMP promoter luciferase reporter, luminescence, overnight; stronger effect = higher value. activation factor at 10 µM;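 active = activation factor of at least 2 for MT1-MMP transcription at 10 µM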
CYP2C19 act: increases human CYP2C19 enzyme activity. P33261. recombinant CYP2C19, luciferin-H EGE luminescence; stronger effect = higher value; 0 = fully inhibited enzyme, 1 = untreated enzyme. activation factor at 5 µM. 96,000 tested, under 10 active. AID 1025;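 active = activation factor of at least 2 at 5 µM in the primary screen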;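 also: 0 = wells with 2.5 mM tranylcypromine and 1 = vehicle-only wells; values of inactives mirror those of a sister screen read the other way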
Pyk2 oligo antag: antagonists of human Pyk2 oligomerization | Q293 cells, Pyk2 FERM NanoBiT luminescence; stronger effect = lower value | z-score (the deposit names both 25 µM and 10 µM) | 99,000 tested, 0.83% active | AID 1347419;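 active = Z-score of -3 or lower, scaled per plate to the spread of control and sample wells; inactive = z-score above -3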;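 also: negative z-score means lost luminescence so less FERM oligomerization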
PLAP act: activators of human placental alkaline phosphatase | AID 696 | P05187 | activation fold at 20 µM | 96,000 tested, 1.2% active | purified PLAP enzyme, luminescent substrate read-out; stronger effect = higher value; in the data active = activation fold above about 2
Target sequence (P05187 whole entry, looked up): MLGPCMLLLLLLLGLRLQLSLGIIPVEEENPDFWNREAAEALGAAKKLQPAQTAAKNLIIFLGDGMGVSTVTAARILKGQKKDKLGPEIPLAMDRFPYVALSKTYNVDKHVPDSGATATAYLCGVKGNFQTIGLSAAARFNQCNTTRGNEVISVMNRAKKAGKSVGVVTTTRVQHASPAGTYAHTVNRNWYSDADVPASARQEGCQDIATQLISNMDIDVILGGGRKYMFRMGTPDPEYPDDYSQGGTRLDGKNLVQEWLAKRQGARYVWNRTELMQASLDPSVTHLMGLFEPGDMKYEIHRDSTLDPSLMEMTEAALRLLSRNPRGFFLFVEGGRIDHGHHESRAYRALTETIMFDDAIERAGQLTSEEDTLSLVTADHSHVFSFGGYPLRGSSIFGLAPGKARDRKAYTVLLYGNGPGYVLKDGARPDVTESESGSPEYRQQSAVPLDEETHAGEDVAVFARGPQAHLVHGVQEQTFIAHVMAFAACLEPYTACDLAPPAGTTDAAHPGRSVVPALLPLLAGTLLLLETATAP
CD11b adhes inh: blocks human CD11b/CD18 adhesion to fibrinogen. P05107+P11215. K562 CD11b/CD18 adhesion to fibrinogen, ATPlite luminescence; Mn2+ added to activate the integrin. inhibition, % at 10 µM. 93,000 tested, 0.54% active. AID 1497;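 active = primary inhibition of 50% or more at 10 µM, then 40% or more on retest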; also: some results filed as inactive read as strong as hits
Mac1 fbg enh: increases human CD11b/CD18 adhesion to fibrinogen. 93,000 tested, 0.07% active. AID 1499. activation, % at 10 µM. K562 CD11b/CD18 adhesion to fibrinogen, ATPlite luminescence;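 active = 10 µM primary screen giving 50% or more activity, confirmed by 40% or more on retest at that dose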; also: strong numbers were not always called active; reference of the scale not given here
Starred values were filed as active, the others as inactive.

CCc1nc2c(cnn2-c2ccc(F)cc2)c(=O)n1-c1ccc(N2CCC(C)CC2)cc1 was read as CYP2C9 act 0.9, CYP2C19 inhib 50*, CYP2C9 inhib 12, CYP2C19 act 0.5, PLAP act 1.6, CD11b adhes inh 76* and Mac1 fbg enh -4.
`Cn1c(=O)c2c(ncn2CC(=O)Nc2ccccc2N2CCOCC2)n(C)c1=O` gave CYP2C9 act 0.9, CYP2C19 inhib 17, CYP2C9 inhib 13, MT1-MMP txn act 1.1, CYP2C19 act 0.8, Pyk2 oligo antag 2, PLAP act 1.1, CD11b adhes inh -14 and Mac1 fbg enh 0.
COc1cc(/C=N/NC(=O)c2cc(-c3cccn3C)n[nH]2)cc(OC)c1OC was read as CYP2C9 act 0.6, CYP2C19 inhib 10, CYP2C9 inhib 42, CYP2C19 act 0.9, Pyk2 oligo antag 1.2, PLAP act 1.6, CD11b adhes inh -14 and Mac1 fbg enh -1.
Screening Cc1oc(-c2ccccc2Cl)nc1CSCC(=O)O returned CYP2C9 act 0.9, CYP2C19 inhib -1, CYP2C9 inhib 7, CYP2C19 act 1, PLAP act 1.2, CD11b adhes inh -8 and Mac1 fbg enh -5.
Screening CC(=O)N1CCN(C2c3cccc4cccc(c34)C2NS(=O)(=O)c2ccccc2)CC1 (centres undefined) returned CYP2C9 act 0.3, CYP2C19 inhib 74*, CYP2C9 inhib 68*, MT1-MMP txn act 1.1, CYP2C19 act 0.3, Pyk2 oligo antag -1.4, PLAP act 1, CD11b adhes inh 9 and Mac1 fbg enh 4.
For Cc1c(C)n(C)c2ccc(C(=O)Nc3cccc4ccccc34)cc12 the results were CYP2C9 act 3.7*, CYP2C19 inhib 16, CYP2C9 inhib -267, CYP2C19 act 0.8, Pyk2 oligo antag -0.37 and PLAP act 1.1.
Screening CCN(CC)C(=O)CSc1nc2ncc(Cl)cc2[nH]1 returned CYP2C9 act 0.6, CYP2C19 inhib 52*, CYP2C9 inhib 42, MT1-MMP txn act 1.2, CYP2C19 act 0.5, Pyk2 oligo antag -0.1, PLAP act 1.8, CD11b adhes inh 2 and Mac1 fbg enh -4.
`COc1ccc(CCNC(=O)C2CCN(Cc3nc(-c4cccc(Cl)c4)oc3C)CC2)cc1OC` gave CYP2C9 act 0.9, CYP2C19 inhib 0, CYP2C9 inhib 6, MT1-MMP txn act 1.1, CYP2C19 act 1, Pyk2 oligo antag 0.84, PLAP act 2.2*, CD11b adhes inh 9 and Mac1 fbg enh 3.
Screening Cc1ccc(NC(=O)CCn2cccc2)cc1 returned CYP2C9 act 0.6, CYP2C19 inhib 92*, CYP2C9 inhib 37, MT1-MMP txn act 1.2, CYP2C19 act 0.1, Pyk2 oligo antag 1.1, PLAP act 0.9, CD11b adhes inh -2 and Mac1 fbg enh -2.
O=C(Nc1ccccc1)c1cc(-n2cnnc2)ccc1Cl was read as CYP2C9 act 0.9, CYP2C19 inhib 0, CYP2C9 inhib 12, MT1-MMP txn act 1.1, CYP2C19 act 1, Pyk2 oligo antag -0.24 and PLAP act 0.9.
CCOc1c(Cl)cc(CNC(C)(C)CC(C)(C)C)cc1OC was read as CYP2C9 act 1, CYP2C19 inhib 91*, CYP2C9 inhib -5, MT1-MMP txn act 1.2, CYP2C19 act 0.1, Pyk2 oligo antag 0.07, PLAP act 1.7, CD11b adhes inh 5 and Mac1 fbg enh -1.
For Cc1cccc(NC(=O)c2ccoc2C)n1 the results were CYP2C9 act 1.1, CYP2C19 inhib 18, CYP2C9 inhib -10, CYP2C19 act 0.8, Pyk2 oligo antag 0.2, PLAP act 0.8, CD11b adhes inh -14 and Mac1 fbg enh -3.
For CCCCCCC(=O)N(O)C1CC(=O)N(Cc2ccccc2)C1=O (centres undefined) the results were CYP2C9 act 1.2, CYP2C19 inhib 2, CYP2C9 inhib -23, MT1-MMP txn act 1.1, CYP2C19 act 1, Pyk2 oligo antag -0.39, PLAP act 1, CD11b adhes inh -4 and Mac1 fbg enh -3.
Screening COC(=O)c1ccc(N2CCOCC2)c(F)c1 returned CYP2C9 act 0.6, CYP2C19 inhib 36, CYP2C9 inhib 42, MT1-MMP txn act 1.2, CYP2C19 act 0.6, Pyk2 oligo antag 0.94, PLAP act 0.9, CD11b adhes inh -2 and Mac1 fbg enh -6.
`Cn1c(C(=O)N2CCN(c3nc4ccccc4s3)CC2)cc2sccc21` gave CYP2C9 act 1.2, CYP2C19 inhib -7, CYP2C9 inhib -23, MT1-MMP txn act 1.2, CYP2C19 act 1.1, Pyk2 oligo antag 0.11, PLAP act 1, CD11b adhes inh 53 and Mac1 fbg enh -7.

The list goes on; it opens with the two that closed the last part.
Screening COC(=O)c1ccc(N2CCOCC2)c(F)c1 returned CYP2C9 act 0.6, CYP2C19 inhib 36, CYP2C9 inhib 42, MT1-MMP txn act 1.2, CYP2C19 act 0.6, Pyk2 oligo antag 0.94, PLAP act 0.9, CD11b adhes inh -2 and Mac1 fbg enh -6.
`Cn1c(C(=O)N2CCN(c3nc4ccccc4s3)CC2)cc2sccc21` gave CYP2C9 act 1.2, CYP2C19 inhib -7, CYP2C9 inhib -23, MT1-MMP txn act 1.2, CYP2C19 act 1.1, Pyk2 oligo antag 0.11, PLAP act 1, CD11b adhes inh 53 and Mac1 fbg enh -7.
C=CCn1c(SCc2c(C)noc2C)nc2sc3c(c2c1=O)CCC(C)C3 (centres undefined) was read as CYP2C9 act 0.1, CYP2C19 inhib 29, CYP2C9 inhib 93*, MT1-MMP txn act 0.6, CYP2C19 act 0.7, Pyk2 oligo antag 0.02, PLAP act 1.4, CD11b adhes inh 28 and Mac1 fbg enh -2.
Screening COc1cccc(C(=O)Cn2c(N3CCOCC3)nc3c2c(=O)n(C)c(=O)n3C)c1 returned CYP2C9 act 0.6, CYP2C19 inhib 5, CYP2C9 inhib 39, MT1-MMP txn act 1.1, CYP2C19 act 0.9, Pyk2 oligo antag 1, PLAP act 1.2, CD11b adhes inh 6 and Mac1 fbg enh -1.
For CCCS(=O)(=O)N1CCCC(C(=O)NCCN2CCC(Cc3ccccc3)CC2)C1 (centres undefined) the results were CYP2C9 act 0.4, CYP2C19 inhib 24, CYP2C9 inhib 65*, MT1-MMP txn act 1.2, CYP2C19 act 0.8, Pyk2 oligo antag 0.89, PLAP act 1.6, CD11b adhes inh 19 and Mac1 fbg enh -2.
For O=C(Cn1c(=O)oc2cc(S(=O)(=O)N3CCCC3)ccc21)N1CCc2ccccc2C1 the results were CYP2C9 act 0.4, CYP2C19 inhib 3, CYP2C9 inhib 64*, CYP2C19 act 1, PLAP act 1.1, CD11b adhes inh 29 and Mac1 fbg enh -4.
For COC(=O)c1cc2occc2n1CC(=O)Nc1cc(OC)cc(OC)c1 the results were CYP2C9 act 0.9, CYP2C19 inhib -5, CYP2C9 inhib 7, MT1-MMP txn act 1.3, CYP2C19 act 1, Pyk2 oligo antag -1.8, PLAP act 1.1, CD11b adhes inh -1 and Mac1 fbg enh -1.
For O=C(Nc1nc(-c2cc(Cl)sc2Cl)cs1)c1ccccc1 the results were CYP2C9 act 0.7, CYP2C19 inhib 26, CYP2C9 inhib 32, CYP2C19 act 0.7, Pyk2 oligo antag -1.1, PLAP act 0.6, CD11b adhes inh 67 and Mac1 fbg enh -7.
For COc1ccc(-n2c(SC3CCOC3=O)nc3ccccc32)cc1 (centres undefined) the results were CYP2C9 act 0.6, CYP2C19 inhib 51*, CYP2C9 inhib 41, MT1-MMP txn act 1, CYP2C19 act 0.5, Pyk2 oligo antag -0.28, PLAP act 1.2, CD11b adhes inh -4 and Mac1 fbg enh 1.
COC(=O)CNC(=O)c1c(-c2ccccc2Cl)noc1C was read as CYP2C9 act 1, CYP2C19 inhib 11, CYP2C9 inhib -5, MT1-MMP txn act 1.1, CYP2C19 act 0.9, Pyk2 oligo antag 0.47, PLAP act 1, CD11b adhes inh -9 and Mac1 fbg enh 0.
For COCCCNC(=O)COc1ccc(S(=O)(=O)Nc2ccccc2)cc1 the results were CYP2C9 act 0.5, CYP2C19 inhib 23, CYP2C9 inhib 48, MT1-MMP txn act 1.1, CYP2C19 act 0.8, Pyk2 oligo antag 0.85, PLAP act 1, CD11b adhes inh -13 and Mac1 fbg enh 1.
COc1ccccc1NC(=O)CCCC(=O)OCC(F)(F)C(F)F was read as CYP2C9 act 2.8*, CYP2C19 inhib 87*, CYP2C9 inhib -182, MT1-MMP txn act 1.1, CYP2C19 act 0.1, Pyk2 oligo antag 1.1, PLAP act 1.2, CD11b adhes inh -7 and Mac1 fbg enh -4.
`Cc1ccc(NC(=O)CCC(=O)n2nc(C)cc2C)c(C)c1` gave CYP2C9 act 1.2, CYP2C19 inhib -5, CYP2C9 inhib -24, CYP2C19 act 1.1, Pyk2 oligo antag 1.9, PLAP act 0.9, CD11b adhes inh 6 and Mac1 fbg enh -4.
For CCc1ccc(N2CC34C=CC(O3)C(C(=O)OC)C4C2=O)cc1 (centres undefined) the results were CYP2C9 act 0.9, CYP2C19 inhib -6, CYP2C9 inhib 11, MT1-MMP txn act 1, CYP2C19 act 1.1, PLAP act 1, CD11b adhes inh -3 and Mac1 fbg enh 4.
Cc1ccc(-c2nn(CC(=O)Nc3ccc4c(c3)nc3n4CCOC3)c(=O)c3ccccc23)cc1 was read as CYP2C9 act 0.9, CYP2C19 inhib 6, CYP2C9 inhib 6, MT1-MMP txn act 1.1, CYP2C19 act 0.9, Pyk2 oligo antag 0.81, PLAP act 1, CD11b adhes inh 14 and Mac1 fbg enh -5.
CCC(C)(C)NC(=O)C(c1ccc(C)cc1)N(Cc1cccs1)C(=O)c1ccc2c(c1)OCCO2 (centres undefined) was read as CYP2C9 act 1, CYP2C19 inhib 26, CYP2C9 inhib 5, CYP2C19 act 0.7, Pyk2 oligo antag 0.27 and PLAP act 1.
CCOC(=O)c1cnn(-c2ccccc2)c1-n1cccc1C(=O)C(=O)Nc1ccc(F)cc1 was read as CYP2C9 act 0.3, CYP2C19 inhib 39, CYP2C9 inhib 75*, CYP2C19 act 0.6, Pyk2 oligo antag 1.2, PLAP act 1, CD11b adhes inh 8 and Mac1 fbg enh 2.
Cc1cccc(CSc2ncnc3nc[nH]c23)c1 was read as CYP2C9 act 0.5, CYP2C19 inhib 72*, CYP2C9 inhib 45, CYP2C19 act 0.3, PLAP act 2.2*, CD11b adhes inh -1 and Mac1 fbg enh -4.
Cc1ccc(OCC(=O)N/N=C/c2cn[nH]c2-c2ccc(Cl)c(Cl)c2)cc1 was read as CYP2C9 act 0.5, CYP2C19 inhib 14, CYP2C9 inhib 52*, CYP2C19 act 0.9, Pyk2 oligo antag -0.7, PLAP act 1, CD11b adhes inh 4 and Mac1 fbg enh 1.
`O=C1c2ccccc2C(Nc2ccc(S(=O)(=O)N3CCOCC3)cc2)N1c1ccccn1` (centres undefined) gave CYP2C9 act 0.2, CYP2C19 inhib 34, CYP2C9 inhib 77*, CYP2C19 act 0.7, PLAP act 1.5, CD11b adhes inh 3 and Mac1 fbg enh 17.
For CCN(CC)CCCNc1oc(-c2cccc(Cl)c2)nc1C#N the results were CYP2C9 act 0.9, CYP2C19 inhib 10, CYP2C9 inhib 11, MT1-MMP txn act 1.2, CYP2C19 act 0.9, Pyk2 oligo antag 0.9 and PLAP act 1.4.
Screening O=C(CCNS(=O)(=O)c1cccc2nsnc12)N1CC(=O)N(CCc2ccccc2)C(=O)C1 returned CYP2C9 act 1, CYP2C19 inhib 12, CYP2C9 inhib 4, MT1-MMP txn act 0.9, CYP2C19 act 0.9, Pyk2 oligo antag -0.12, PLAP act 1, CD11b adhes inh 15 and Mac1 fbg enh -3.
Screening CNc1nc(SCc2ccccc2)nc(N2CCOCC2)n1 returned CYP2C9 act 0.5, CYP2C19 inhib 69*, CYP2C9 inhib 47, MT1-MMP txn act 1, CYP2C19 act 0.3, Pyk2 oligo antag -0.8, PLAP act 0.8, CD11b adhes inh -8 and Mac1 fbg enh -4.
